sEH inh – inhibitors of human soluble epoxide hydrolase; inhibition, % at 2 µM; recombinant human sEH enzymatic activity assay; actives 0.34% (n = 91,000); in the data active = inhibition above about 80%; also: values of inactives mirror those of a sister screen read the other way; many of its hits are not listed in these tables
Target sequence (P34913 whole entry, looked up): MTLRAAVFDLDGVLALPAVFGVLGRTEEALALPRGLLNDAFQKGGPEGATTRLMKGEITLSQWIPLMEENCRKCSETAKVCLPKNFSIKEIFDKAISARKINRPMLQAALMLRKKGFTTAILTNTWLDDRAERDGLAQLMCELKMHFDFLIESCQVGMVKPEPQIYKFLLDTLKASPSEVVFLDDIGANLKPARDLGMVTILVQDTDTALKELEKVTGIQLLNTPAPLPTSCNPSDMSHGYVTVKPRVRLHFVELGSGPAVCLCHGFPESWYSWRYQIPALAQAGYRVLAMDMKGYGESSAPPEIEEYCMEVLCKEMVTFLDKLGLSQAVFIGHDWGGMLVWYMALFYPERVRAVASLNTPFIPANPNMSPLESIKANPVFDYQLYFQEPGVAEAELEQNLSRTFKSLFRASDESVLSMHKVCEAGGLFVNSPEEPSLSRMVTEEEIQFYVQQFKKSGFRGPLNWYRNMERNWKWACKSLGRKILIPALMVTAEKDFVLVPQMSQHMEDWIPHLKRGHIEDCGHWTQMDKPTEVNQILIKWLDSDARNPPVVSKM
Calb biofilm kill – kills Candida albicans biofilms; C. albicans biofilm + clotrimazole, Alamar Blue; inhibition, % at 6 µM; actives 0.14% (n = 85,000);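 active = inhibition above 20%; inactive = inhibition below 20%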;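 also: preformed 24 hr biofilms exposed to compound for 48 hr; 0% = biofilm without compound and 100% = blank killed by clotrimazole plus chlorhexidine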
CD11b adhes inh – CD11b/CD18-fibrinogen binding inhibition | P05107+P11215 | K562 CD11b/CD18 adhesion to fibrinogen, ATPlite luminescence; Mn2+ added to activate the integrin | inhibition, % at 10 µM | actives 0.54% (n = 93,000) | AID 1497;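 active = primary inhibition of 50% or more at 10 µM, then 40% or more on retest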; also: some results filed as inactive read as strong as hits
sEH activator – soluble epoxide hydrolase (human) activation; P34913; purified human sEH enzymatic activity, activator screen; activation, % at 2 µM; actives 0.04% (n = 91,000); AID 717; in the data active = activation above about 37%; also: values of inactives mirror those of a sister screen read the other way
ERa SRC1 pot – ER-alpha (human) coactivator binding potentiation; P03372; TR-FRET ERalpha-LBD/SRC-Cy5 coactivator binding, 2 h; 100 = basal binding, no effect; coactivator binding (% of control), % at 25.6 µM; actives 1.3% (n = 86,000); AID 639; in the data active = activity above about 200%;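 also: binding measured in presence of low estradiol as agonist stimulus; 0% = peptide alone without receptor and 100% = receptor with peptide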
MT1-MMP txn act – MT1-MMP promoter transcription activation; activation factor at 10 µM; AID 750; actives 0.16% (n = 86,000); HT1080 MT1-MMP promoter luciferase reporter, luminescence, overnight; stronger effect = higher value;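 active = activation factor of at least 2 for MT1-MMP transcription at 10 µM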
ERb coact inh – blocks coactivator binding to human estrogen receptor beta; inhibition, % at 25.6 µM; actives 1.3% (n = 86,000); TR-FRET ER-beta LBD / SRC1-Cy5 peptide binding; receptor agonist-loaded with 1 µM estradiol; Q92731;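 active = compounds whose percent inhibition of the receptor-coactivator binding signal exceeds about 50% in the single-dose screen, limit read from the data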;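 also: 0% = receptor plus peptide wells without compound and 100% = peptide-only wells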
Target sequence (Q92731 whole entry, looked up, the tested form may be a part): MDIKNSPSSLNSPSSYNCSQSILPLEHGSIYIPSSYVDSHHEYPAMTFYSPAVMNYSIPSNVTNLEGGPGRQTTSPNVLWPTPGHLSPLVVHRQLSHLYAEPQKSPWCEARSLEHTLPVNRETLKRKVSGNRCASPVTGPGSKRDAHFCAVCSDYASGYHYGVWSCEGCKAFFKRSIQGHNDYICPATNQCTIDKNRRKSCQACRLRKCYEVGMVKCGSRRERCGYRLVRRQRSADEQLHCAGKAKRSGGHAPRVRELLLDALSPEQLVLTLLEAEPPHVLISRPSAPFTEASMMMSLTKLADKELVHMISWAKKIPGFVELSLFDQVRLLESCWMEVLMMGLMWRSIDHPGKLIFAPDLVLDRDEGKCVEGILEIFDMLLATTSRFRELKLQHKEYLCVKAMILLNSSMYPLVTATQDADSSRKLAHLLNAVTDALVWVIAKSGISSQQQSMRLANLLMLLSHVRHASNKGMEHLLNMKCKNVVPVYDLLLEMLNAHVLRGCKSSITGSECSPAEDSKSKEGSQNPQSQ
Smad3 inh – Smad3 (human) transcription factor binding inhibition; TR-FRET Smad3/Dy647-FoxH1 peptide binding, europium anti-His; inhibition, % at 25 µM; actives 0.29% (n = 88,000); AID 630;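 active = compounds that reduce the energy-transfer binding signal between the protein and its labelled peptide by more than half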;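 also: 0% = Smad3 plus labelled peptide maximal FRET and 100% = peptide-only background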
CD11b adhes enh – enhancers of human CD11b/CD18 binding to fibrinogen | P05107+P11215 | K562 CD11b/CD18 adhesion to fibrinogen, ATPlite luminescence | activation, % at 10 µM | actives 0.07% (n = 93,000);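 active = 10 µM primary screen giving 50% or more activity, confirmed by 40% or more on retest at that dose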; also: strong numbers were not always called active; reference of the scale not given here
Active calls of the source: *; nt = no result given; [ ] = remark or other dose.

SMILES	sEH inh	Calb biofilm kill	CD11b adhes inh	sEH activator	ERa SRC1 pot	MT1-MMP txn act	ERb coact inh	Smad3 inh	CD11b adhes enh
COc1ccc(NC(=O)c2cc(=O)c3ccccc3o2)cn1	-14	7	-9	14	109	1.1	0	5	-4
CCCCCc1c(C)nc(N2CCc3ccccc32)[nH]c1=O	9	10	nt	-10	122[fluorescence artefact?]	1	-1[fluorescence artefact?]	3	nt
COc1cccc(C(=O)Nc2cc(NC(=O)c3ccco3)ccc2OC)c1	0	9	-10	1	127	1	-3	7	5
Cc1c(N(C)C)nc2ccccc2c1N	-9	nt	-44	12	nt	1.2	nt	nt	3
Cn1c2ccccc2c2nn(-c3ccccc3)c(=O)cc21	nt	4	5	nt	91	0.9	-8	-1	-1
CC(=O)c1cc2c(cc1NS(=O)(=O)c1ccccc1)OCO2	4	1	-8	-5	87	1.2	3[fluorescence artefact?]	10	-4
CCOC(=O)c1ccc(NC(=O)Cn2nnc(-c3ccc(F)cc3)n2)cc1	nt	3	-18	nt	88	1.2	18	0	92
O=C(CN1C(=O)C2C3C=CC(C3)C2C1=O)Nc1nc(SCc2ccc(Cl)cc2)n[nH]1 (stereo unspecified)	-15	6	0	13	116	1.2	-7	2	1
CCc1ccc(-c2cc(C(=O)N3N=C(C(F)F)CC3(O)C(F)F)c3ccccc3n2)cc1 (stereo unspecified)	1	nt	63	0	nt	nt	nt	nt	-9
c1ccc(C(c2nnnn2C2CCCC2)N2CCCCCC2)nc1 (stereo unspecified)	0	6	0	-2	108[fluorescence artefact?]	1	1	-4	0
CC(=O)Nc1ccn(-c2ccccc2)n1	5	5	nt	-6	108	1.1	-6	0	nt
COc1ccc(-c2ocnc2C(=O)Nc2ccccc2N2CCCCC2)cc1	-5	6	12	5	108	1	-23	4	-1
COc1ccccc1NS(=O)(=O)c1ccc(NC(C)=O)cc1	-12	7	10	12	119	1.1	-7[fluorescence artefact?]	12[fluorescence artefact?]	0
COC(=O)c1ccc(NC(=O)CSc2nnc(CNc3ccc(F)cc3)n2C)cc1	4	10	-7	-3	135	1.1	-8[fluorescence artefact?]	-1	6
Cc1ccc(CCN2CC(C(=O)NCCN3CCCCCC3)CC2=O)cc1 (stereo unspecified)	1	3	-10	-1	118	1.1	13	-5	6
Cc1nnc(SCCCn2c(N3CCCCC3)nc3c2c(=O)[nH]c(=O)n3C)s1	6	9	-42	-6	74	1	5	5	4
Cc1ccccc1CSCCNC(=O)c1ccc(Cl)c(S(=O)(=O)N2CCOCC2)c1	83*	3	nt	-83	100	1.2	-4	5	nt
Cc1c(N(C)C(=O)C2CCCN2S(=O)(=O)c2ccccc2)c(=O)n(-c2ccccc2)n1C (stereo unspecified)	2	5	-1	-1	90	1.1	1	6	1
Cc1cc(Nc2ccccc2)nn1C(=O)c1ccc(Cl)cc1	10	3	-1	-14	116	1.5	5[fluorescence artefact?]	-7	0
COc1cc2[nH]c(=S)n(N(C(C)=O)C(C)=O)c(=O)c2cc1OC	-5	4	-9	2	201*[fluorescence artefact?]	1	-78[fluorescence artefact?]	13	-3
O=C(O)CC(C(=O)Nc1cccc(C(F)(F)F)c1)C1CCCO1 (stereo unspecified)	9	7	-4	-7	104	1	5	3	3
CN(C1CCS(=O)(=O)C1)S(=O)(=O)c1ccc(N2CCCC2=O)cc1 (stereo unspecified)	-17	0	12	20	112	1.1	-6	5	2
CCC12CN3CC(CC)(CN(C1)C3c1ccccc1Cl)C2O (stereo unspecified)	8	3	-14	-8	114	1.5	-6	-8	-6
Cc1ccc(NC(=O)CSc2nc(=O)cc(N)n2-c2ccccc2)cc1	-14	2	9	17	107[fluorescence artefact?]	1.2	23	-5	-3
O=C(NCCO)/C(=C/c1ccc(Br)cc1)NC(=O)c1cccs1	-9	nt	-23	8	nt	nt	nt	nt	3

Gathered by group, those above containing an aryl methoxy group.
SMILES	sEH inh	Calb biofilm kill	CD11b adhes inh	sEH activator	ERa SRC1 pot	MT1-MMP txn act	ERb coact inh	Smad3 inh	CD11b adhes enh
COc1ccc(NC(=O)c2cc(=O)c3ccccc3o2)cn1	-14	7	-9	14	109	1.1	0	5	-4
COc1cccc(C(=O)Nc2cc(NC(=O)c3ccco3)ccc2OC)c1	0	9	-10	1	127	1	-3	7	5
COc1ccc(-c2ocnc2C(=O)Nc2ccccc2N2CCCCC2)cc1	-5	6	12	5	108	1	-23	4	-1
COc1ccccc1NS(=O)(=O)c1ccc(NC(C)=O)cc1	-12	7	10	12	119	1.1	-7[fluorescence artefact?]	12[fluorescence artefact?]	0
COc1cc2[nH]c(=S)n(N(C(C)=O)C(C)=O)c(=O)c2cc1OC	-5	4	-9	2	201*[fluorescence artefact?]	1	-78[fluorescence artefact?]	13	-3

Continued:
SMILES	sEH inh	Calb biofilm kill	CD11b adhes inh	sEH activator	ERa SRC1 pot	MT1-MMP txn act	ERb coact inh	Smad3 inh	CD11b adhes enh
CCOc1ccc(OCCN2C(=O)NC3(CCCc4ccccc43)C2=O)cc1 (stereo unspecified)	nt	8	14	nt	119	1.4	-26[fluorescence artefact?]	-7[fluorescence artefact?]	-3
O=C(Oc1ccc2c(=O)c(Cl)coc2c1)c1cccnc1	-5	-1	nt	4	81[fluorescence artefact?]	1.1	11[fluorescence artefact?]	-15	nt
Cc1ccc2nc(NC(=O)c3cccc(-c4cc5ccccc5oc4=O)c3)sc2c1	-6	nt	-5	9	nt	nt	nt	nt	26
ON1C(c2ccccc2C(F)(F)F)N(O)[C@H]2CCCC[C@H]21 (stereo partly specified)	-16	4	16	14	117	1.1	-6	7	-1
COc1ccc(-c2noc(CN(C)S(=O)(=O)c3ccc(Cl)cc3)n2)cc1OC	3	nt	-16	0	104	0.9	0	4	10
COc1ccc(C(=O)N/N=C/c2ccc3cccc(OCc4ccccc4)c3n2)cc1	-5	nt	18	6	nt	nt	nt	nt	-1
N/C(=N\OC(=O)C(c1ccccc1)c1ccccc1)c1ccccn1	12	3	nt	-11	125	1.2	-6	4	nt
Cc1nnc(-c2cnn(C)c2N)n1Cc1cccc(Cl)c1	6	2	8	-4	100	1.3	-12	-6	-5
COc1ccc(-c2nnc(SC(C)C(=O)Nc3nccs3)n2Cc2ccccc2)cc1OC (stereo unspecified)	-4	7	2	4	93	1	5[fluorescence artefact?]	-9	0
O=c1[nH]c(CSc2nnc(-c3cccnc3)n2C2CCCCC2)nc2ccccc12	23	-1	-4	-21	98	1.4	8[fluorescence artefact?]	4	-3
Cc1cc(S(=O)(=O)Nc2cc(C)c(O)c(C)c2)c(C)s1	-2	4	67	-1	107	1.2	0	0	4
COc1cc(NS(=O)(=O)c2ccc3c(c2)n(C)c(=O)n3C)cc(OC)c1	-6	13	-15	4	90	1	-10	2	-3
Cc1cc(Nc2ccc(F)cc2)n2nc(C)nc2n1	nt	-8	-7	nt	126	1.1	0	-3	0
Nn1c(SCC(=O)NC(=O)NC2CCCC2)nnc1-c1ccccc1F	2	9	-4	-2	104	1.1	-4	1	-1
CCn1cc(C(=O)NCc2ccc3c(c2)OCO3)c(=O)c2cc(F)c(N3CCN(C)CC3)cc21	0	1	-4	-2	114	1	2	16	-3
Cc1nc2ccc(NC(=O)N3CCOCC3)cc2s1	3	12	-7	-5	110	1	-8	9	-1
Cc1ncc2c(c1OC(=O)c1ccccc1)COC(C)(C)OC2	-4	7	-20	5	100	nt	8	6[fluorescence artefact?]	-2
CC1(C)CC(=O)C=C(Nc2ccc(F)cc2F)C1	8	4	-13	-8	99	1	9	-4	-1
c1ccc(CSc2nnc(Cc3ccccn3)o2)cc1	17	5	-6	-17	131	1.3	-2	-5	1
O=C1CN(c2ccc(Br)cc2)C(=O)N1CC(=O)N1CCCc2ccccc21	10	6	-6	-6	115	1	1	15	-5
NC(=O)CCN(Cc1ccccc1)S(=O)(=O)c1ccccc1	-2	6	3	3	101	1.1	0	6	-8
COc1ccc(S(=O)(=O)N2CCN(c3c(C)cccc3C)CC2)cc1OC	7	11	14	-8	104	1.1	-8[fluorescence artefact?]	-1	3
O=C(Nc1nnc(-c2ccccc2Cl)o1)c1cccnc1	7	9	-44	-6	141	1.3	-5	4	-4
Cc1ccc(OCc2nnc(SCc3nc4ccccc4[nH]3)n2Cc2ccco2)cc1	-1	2	69	3	133	1.2	0[fluorescence artefact?]	4	-8
Cc1ccc(C)c(N2CCN(C(=O)Cn3cccc3)CC2)c1	10	5	11	-9	126	1.1	-4	5[fluorescence artefact?]	0

Additional compounds follow:
SMILES	sEH inh	Calb biofilm kill	CD11b adhes inh	sEH activator	ERa SRC1 pot	MT1-MMP txn act	ERb coact inh	Smad3 inh	CD11b adhes enh
CC(C)(C)n1nnnc1CN(Cc1cccnc1)Cc1ccccc1Cl	21	4	20	-19	125	nt	-4	-4	-3
COc1cccc(-c2cc(C(=O)Nc3cccnc3)no2)c1	2	-3	11	-4	98	nt	1	-4	-4
CC1(C)Cc2ccccc2-c2nnc(-c3cccc(O)c3)n21	2	nt	11	-2	nt	1.2	nt	nt	-1
CCCn1c(SCC(N)=O)nnc1-c1ccco1	nt	7	-5	nt	111	1.1	6	-11	-4
CC1CCCN(C(c2ccccc2)c2sc3ncnn3c2O)C1 (stereo unspecified)	nt	7	nt	nt	94	1.1	-4[fluorescence artefact?]	-4	nt
CN1C(=O)/C(=C2\SC(N)=NC2=O)c2ccccc21	-16	nt	-3	17	nt	nt	nt	nt	0
Cc1nc(C)c2c(=O)cc(-c3ccccc3)[nH]c2n1	4	2	24	-1	117	0.7	-23	-4	-1
CCCCOc1ccccc1C1C(C(=O)OC)=C(C)N(C)C(C)=C1C(=O)OC	7	2	nt	-6	123	1.2	-5	-1	nt
O=C(c1cnn2c(C(F)(F)F)cc(-c3ccc4c(c3)OCO4)nc12)N1CCCCC1	-4	0	3	4	90	1.1	2	-8	10
CC1CCCCN1Cc1c(C#N)c2ccccc2n1C (stereo unspecified)	4	7	-3	-6	90	nt	-1	0	2
Cc1ccc(C(=O)C2=C(O)C(=O)N(CCCN3CCOCC3)C23C(=O)N(C)c2ccccc23)o1 (stereo unspecified)	14	8	-9	-14	117	1.1	4	5	1
CC1=NN(c2ccccc2)C(=O)/C1=C\c1c(C)[nH]n(-c2ccccc2)c1=O	2	6	nt	-1	102	1.1	-9	9[fluorescence artefact?]	nt
CN(C)CCNC(=O)COc1cccc(Cl)c1	nt	3	5	nt	101	1.2	8[fluorescence artefact?]	6	1
O=C(OCC(=O)N1CCN(C(=O)c2ccco2)CC1)c1ccccc1OCc1ccccc1	16	3	-1	-16	103	1	-5	1	1
CCC(C(=O)OC)n1cnc2c(nnn2-c2cccc(Cl)c2)c1=O (stereo unspecified)	nt	6	-5	nt	88	1.1	33	13	-1
CC(C)NC(=O)c1ccc(-c2ccc(Cl)c(C(F)(F)F)c2)o1	11	4	-13	-9	122	nt	-10	2	-1
O=C(COc1ccc(/C=N/NS(=O)(=O)c2ccccc2)cc1)NCc1ccccc1	2	nt	3	0	nt	nt	nt	nt	-2
COc1cccc(-n2nnnc2SCC(=O)c2ccc(NC(C)=O)cc2)c1	-7	6	-4	6	106	1	1	9	5
O=C(CNC(=O)c1ccco1)OC(C(=O)c1ccccc1)c1ccccc1 (stereo unspecified)	12	-1	nt	-11	112	1.3	-13	8	nt
COc1ccc(N(CC(=O)Nc2cccc(C(F)(F)F)c2)S(C)(=O)=O)cc1	12	-1	nt	-11	95	1.2	6[fluorescence artefact?]	-9	nt
COc1ccc(C)cc1NC(=O)NCCC1=CCCCC1	7	7	11	-9	94	1	-4	-1	0
CC(=O)Oc1ccc2c(c1)c(C(C)=O)c(C)n2C	11	2	-5	-10	102	1	23	10	0
Cc1ccc(CNC(N)=S)cc1	-4	nt	6	5	nt	nt	nt	nt	1
O=C(CSc1nnc(-c2ccc(OC(F)F)cc2)o1)NC(=O)NCc1ccco1	nt	4	-7	nt	112[fluorescence artefact?]	1.2	53*	6	-3
COc1ccc(N(C(=O)c2ccn[nH]2)C(C(=O)NC(C)(C)C)c2ccc(F)cc2)cc1 (stereo unspecified)	-6	nt	19	4	nt	nt	nt	nt	-7

High-throughput results as filed in PubChem BioAssay.

These rows are one share of the data, so the mix of outcomes need not match the whole.
